Compound activity deposited in PubChem BioAssay by Johns Hopkins Ion Channel Center.
KCNQ1 pot = potentiators or activators of KCNQ1 channel, primary screen, cell-based, thallium flux, high-throughput; Potassium voltage-gated channel subfamily KQT member 1 (Homo sapiens), P51787; CHO-K1 KCNQ1, thallium flux FluxOR fluorescence; hits give high values; B-score at 10 µM; 0.35% of 310,000 active; AID 2648, 2010;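 active = fluorescence ratio B-score, a plate-corrected score, at least three library SD, with initial intensity B-score within 5 SD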
Target sequence (P51787 whole entry, looked up): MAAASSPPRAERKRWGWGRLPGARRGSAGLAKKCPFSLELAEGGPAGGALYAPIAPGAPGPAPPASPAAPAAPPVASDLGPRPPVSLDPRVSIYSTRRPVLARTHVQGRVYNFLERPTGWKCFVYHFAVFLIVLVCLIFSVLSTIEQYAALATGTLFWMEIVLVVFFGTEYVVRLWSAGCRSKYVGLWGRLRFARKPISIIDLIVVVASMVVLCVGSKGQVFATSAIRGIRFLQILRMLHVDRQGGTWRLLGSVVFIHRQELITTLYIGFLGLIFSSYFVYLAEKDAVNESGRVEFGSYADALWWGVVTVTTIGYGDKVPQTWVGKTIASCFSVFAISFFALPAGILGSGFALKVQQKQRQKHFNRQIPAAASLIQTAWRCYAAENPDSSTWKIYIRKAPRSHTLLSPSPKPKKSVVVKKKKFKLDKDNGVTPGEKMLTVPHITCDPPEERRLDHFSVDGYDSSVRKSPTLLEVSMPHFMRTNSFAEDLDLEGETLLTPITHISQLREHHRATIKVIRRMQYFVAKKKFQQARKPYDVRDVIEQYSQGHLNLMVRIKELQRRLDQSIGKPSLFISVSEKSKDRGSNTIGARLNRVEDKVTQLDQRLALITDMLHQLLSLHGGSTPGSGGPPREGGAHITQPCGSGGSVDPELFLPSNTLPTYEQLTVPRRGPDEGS
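Assay system: CHO-K1 cells stably expressing KCNQ1. Medium: assay buffer for compound exposure, DMSO matched across wells. Timing: 37 °C overnight plating, 90-min dark dye load, 20-min compound pretreatment. Signal: kinetic FluxOR fluorescence, 10 s baseline plus 110 s post-stimulus.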
KCNK9 block = KCNK9 potassium channel inhibitors, primary screen, HEK293 cells, thallium flux. 1.2% of 310,000 active. Potassium channel subfamily K member 9 (Homo sapiens), Q9NPC2. FluxOR thallium flux fluorescence; hits give low values. B-score at 10 µM;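 active = ratio B-score over 3 SD below the library mean, with starting fluorescence within 5 SD of its mean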;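 note: negative B-score means less thallium flux so channel inhibition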
hERG rescue = hERG rescue from dofetilide block, primary screen, cell-based, CHO-hERG, FluxOR thallium flux, dofetilide IC70; activation (rescue from dofetilide block), less the hit threshold, % at 10 µM; dofetilide IC70 present; 0.51% of 310,000 active;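 active = activation above the mean of controls blocked by dofetilide plus 5 SD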;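 note: thallium influx through hERG after potassium depolarization seen as dye fluorescence rise; in these data hits start at about 4.7%; inactives centre near -7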
RGS4 act = RGS4 potentiators or activators, primary screen, cell-based, HEK293 M3R inducible RGS4, calcium flux | B-score at 10 µM | AID 463111, 2010 | carbachol calcium flux Fluo4; hits give low values | 0.92% of 310,000 active;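 active = B-score of the integrated calcium signal more than 4 SD below the library mean, with starting fluorescence not abnormally high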;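 note: negative B-score means reduced calcium response which marks RGS4 activation or potentiation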
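Material: Inducible-RGS4 HEK293 cells carrying M3 receptor; also added: carbachol at ECmax as muscarinic agonist stimulus; incubation: compound preincubation 20 min at room temperature before agonist; signal: Fluo4-AM (2 µM) calcium-flux fluorescence, kinetic read; measure: integrated calcium ratio converted to B score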
MrgX1 allo act = positive allosteric modulators of MrgX1, primary screen, HEK293 cells, Fluo-4 calcium flux; Mas-related G-protein coupled receptor member X1 (Homo sapiens), Q96LB2; FDSS; hits give high values; B-score at 10 µM; 0.63% of 310,000 active;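 active = plate-corrected calcium response at least 3 library SD above typical, normal starting fluorescence, not activating the receptor alone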;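 note: compound read alongside a low EC10 to EC30 dose of BAM8-22 agonist; peak minus trough fluorescence over baseline measured at the second addition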
TMEM16A act = TMEM16A chloride channel activators or potentiators, primary screen, cell-based, HTS; Anoctamin-1 (Mus musculus), Q8BHY3; 0.3% of 340,000 active; AID 623877, 2012; HEK293 TMEM16A/YFP-H148Q/I152L, iodide quench fluorescence; hits give low values; B-score at 10 µM;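 active = fluorescence-ratio B-score plate-corrected deviation score at least 3 library SD below zero, with starting fluorescence score within 5 deviations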;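 note: channel opened by trigger with iodide after compound preincubation; score built on the fluorescence ratio of max minus min over baseline; more negative score means more quench and so TMEM16A activation or potentiation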
MrgX1 ag = agonists of human MrgX1 receptor, primary screen, HEK293 cells, Fluo-4 calcium flux. Fluo-4 calcium fluorescence, agonist mode; hits give high values. B-score at 10 µM. 0.44% of 310,000 active. AID 588627, 2011;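 active = calcium response B-score plate-corrected fluorescence ratio at least 3 library SD, with starting fluorescence B-score inside 5 SD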
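Material: HEK293 cells stably expressing human MrgX1 receptor | Quantity: 15,000 cells per well | Times: Cells plated overnight, dye loaded 0.5 h 37 °C, 0.5 h room temperature | Measured by: Kinetic Fluo-4 NW fluorescence of intracellular calcium | Control set: Positive and negative controls per plate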
KCNQ1 block = inhibitors of human KCNQ1 channel, primary screen, cell-based, thallium flux, high-throughput; Potassium voltage-gated channel subfamily KQT member 1 (Homo sapiens), P51787; CHO-K1 KCNQ1, FluxOR thallium flux fluorescence; hits give high values; B-score at 10 µM; 1.3% of 310,000 active; AID 2642, 2010;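 active = compounds whose thallium flux B-score, printed positive for inhibition, exceeds three library SD while starting fluorescence stays within three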;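 note: channel opened by potassium depolarization with thallium stimulus after 20 min compound exposure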
RGS4 inh = RGS4 inhibitors, primary screen, cell-based, HEK293 M3R inducible RGS4, calcium flux; Fluo-4 calcium flux; hits give high values; triggered by carbachol at its EC20; B-score at 10 µM; 0.45% of 310,000 active;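 active = B-score, a plate-corrected calcium signal, over three deviations above library mean, with baseline fluorescence within five deviations of library mean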;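 note: RGS4 expression induced by doxycycline in cells with stable M3 receptor; B-score is computed from the integrated fluorescence ratio over baseline after carbachol; higher B-score means a larger calcium signal and so more RGS4 inhibition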
ANO1 block = TMEM16A chloride channel inhibitors, primary screen, cell-based, HTS; 1.2% of 310,000 active; Anoctamin-1 (Mus musculus), Q8BHY3; HEK293 TMEM16A/YFP iodide influx fluorescence, ionomycin; normalized B-score (activity score, 25-100; higher = stronger inhibition) at 10 µM; AID 588511, 2011;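 active = ratio plate-corrected score three or more library SD toward inhibition, starting fluorescence score within five deviations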;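 note: score derived from kinetic fluorescence span divided by baseline fluorescence per well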
KCNK3 block = human KCNK3 channel inhibitors, primary screen, CHO cells, FluxOR thallium flux, B-score | FluxOR fluorescence; hits give low values | AID 602410, 2012 | Potassium channel subfamily K member 3 (Homo sapiens), O14649 | 0.84% of 340,000 active | B-score at 10 µM;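 active = B-score under library mean minus 4 SD, starting fluorescence ratio at most library mean plus 5 SD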;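 note: more negative B-score means stronger inhibition of thallium flux through KCNK3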
Target sequence (O14649 whole entry, looked up): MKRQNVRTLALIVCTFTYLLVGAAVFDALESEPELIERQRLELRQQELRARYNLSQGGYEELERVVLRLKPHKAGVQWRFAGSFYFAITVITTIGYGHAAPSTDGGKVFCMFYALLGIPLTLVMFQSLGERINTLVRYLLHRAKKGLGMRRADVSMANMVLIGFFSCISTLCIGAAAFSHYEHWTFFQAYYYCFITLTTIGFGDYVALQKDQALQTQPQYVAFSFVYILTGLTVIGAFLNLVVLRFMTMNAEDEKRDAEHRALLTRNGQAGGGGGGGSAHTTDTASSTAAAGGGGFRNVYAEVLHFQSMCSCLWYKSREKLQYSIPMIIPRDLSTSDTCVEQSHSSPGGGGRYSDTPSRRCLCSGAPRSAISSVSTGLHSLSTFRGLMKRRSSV
* = called active by the depositor; i = inactive; x = no result given. Rows are unselected; about 6.3% have a hit in one of these screens.

SMILES	KCNQ1 pot	KCNK9 block	hERG rescue	RGS4 act	MrgX1 allo act	TMEM16A act	MrgX1 ag	KCNQ1 block	RGS4 inh	ANO1 block	KCNK3 block
CCC(Sc1nnc(C)c(=O)[nH]1)C(=O)Nc1cccc2ccccc12 (centres undefined)	i	i	-3	i	i	i	i	i	i	i	i
N#CC1=C(N)Oc2ccc3ccc(O)cc3c2C1c1ccsc1 (centres undefined)	i	i	-22	i	x	i	x	i	i	x	i
Cc1nn(Cc2c(F)c(F)c(F)c(F)c2F)c(C)c1NC(=O)c1nn(C)cc1Br	i	i	-2	i	i	i	i	i	i	i	i
COc1ccc(C(=O)N[C@H](C(=O)Nc2nc3ccccc3[nH]2)C(C)C)cc1	i	i	-19	i	i	i	i	i	i	i	i
COc1cccc(C2CC(c3cccc(Br)c3)n3ncnc3N2)c1 (centres undefined)	i	i	-10	i	i	i	i	i	i	i	i
O=C(Nc1ccc(C2=NCCN2)cc1)c1ccc(C(=O)Nc2ccc(C3=NCCN3)cc2)c(Cl)c1	i	i	-1	i	i	i	i	i	i	i	i
CC(C)=CC(=O)OCC(=O)Nc1ccccc1Cl	i	i	-6	i	i	i	i	i	i	i	i
COc1ccc(NC(=O)CSc2nc(C3CC3)nc3ccccc23)c(OC)c1	i	i	-6	i	i	i	i	i	i	i	i
O=C(O)CNS(=O)(=O)c1ccc(F)cc1	i	i	-10	i	i	i	i	i	i	i	i
CC(C)(C)NC(=O)C(c1c[nH]c2ccccc12)N(C(=O)Cn1nnc(-c2ccc(F)cc2)n1)c1cccc(O)c1 (centres undefined)	i	i	-8	i	i	i	i	i	i	i	i
Cc1ccc(C(=O)C(OC(=O)CNS(=O)(=O)c2ccccc2)c2ccccc2)cc1 (centres undefined)	i	i	-10	i	i	i	i	i	i	i	i
COc1ccc(/C=N/Nc2nc(-c3ccc(C)cc3)c(NC(C)=O)s2)cc1	i	i	-4	i	i	i	i	i	i	i	i
O=C(CSc1nc2ccc(Cl)cc2o1)NCc1ccc2c(c1)OCO2	i	i	-7	i	i	i	i	i	i	i	i
Cc1cccc(NC(=O)CSc2nc3ccccc3nc2N2CC(C)OC(C)C2)c1 (centres undefined)	i	i	-9	i	i	i	i	8*	i	i	-11*
O=C(CSC1CC(=O)N(CCc2ccccc2)C1=O)Nc1ccc(Cl)cc1 (centres undefined)	i	i	0	i	i	i	i	i	i	i	i
CCn1c(SCC(=O)Nc2ccc3c(c2)c2ccccc2n3CC)nnc1-c1ccco1	i	i	-12	i	i	i	i	i	i	i	i
COc1ccc(N2CCN(C(=O)c3cccc(N4C(=O)C5CC=CC(C)C5C4=O)c3)CC2)cc1 (centres undefined)	x	x	x	x	i	i	i	x	x	i	i
COc1ccccc1C1CC(c2ccccc2)=NN1C(=O)c1ccccc1 (centres undefined)	i	i	-2	i	i	x	i	i	i	i	i
CCn1cc(C(=O)NCCCOC(C)C)c2cc(OC)c(OC)cc2c1=O	i	i	-9	i	i	i	i	i	i	i	i
COCc1cc(Sc2ccc(Cl)cc2Cl)nc(-c2ccccc2)n1	i	i	-10	i	i	i	i	i	i	i	i
O=C(CCc1c[nH]c2ccccc12)N1CCCCCCC1	i	i	-14	i	i	i	i	i	i	i	i
C=CC[n+]1cccc(-c2cc3ccc(C)cc3[nH]2)c1	i	i	-5	i	i	x	i	i	i	i	i
Cc1c(CCC(=O)N2CCC(C(=O)NCCCCCC(=O)O)CC2)c(=O)oc2cc3oc4c(c3cc12)CCCC4	i	i	-11	i	i	i	i	i	i	i	i
O=C(NN1C(=O)C2C(C1=O)C1C=CC2C12CC2)c1cccc(Cl)c1 (centres undefined)	i	i	-12	i	i	i	i	i	i	i	i
C/C(=N\NC(=O)c1cccc(S(=O)(=O)N2CCOCC2)c1)c1ccc(OCC(=O)N(C)C)cc1	i	i	-9	i	i	i	i	i	i	i	i
Cc1ccc(S(=O)(=O)NNC(=O)c2ccc3ccccc3n2)cc1	i	i	-9	i	i	i	i	i	i	i	i
O=c1oc2c(Cl)cc(Cl)cc2cc1-c1nnc(Nc2ccccc2F)s1	i	i	-14	i	i	x	i	i	i	i	x
Cc1ccc2nc(SCC(=O)N3CCN(c4ccccc4)CC3)nc(=O)n2c1	i	i	-13	i	i	i	i	i	i	i	i
CC(C)(C)c1csc(NC(=O)CCc2ccccc2)n1	i	i	-11	i	i	i	i	i	i	i	i
Cc1ccc(CS(=O)(=O)Cc2ccc(C(=O)NCCCN3CCOCC3)o2)cc1	i	i	-5	i	i	i	i	i	i	i	i
Cc1ccc(NC(=O)NC(=O)COc2ccc(Cl)cc2Cl)c(C)c1	i	i	-11	i	i	i	i	i	i	i	i
CN1CCN(C(=O)c2ccc3c(c2)NC(=O)C(C)(C)O3)CC1	i	i	-16	i	i	i	i	i	i	i	i
Cn1c(=S)n(CCC(=O)O)c2ccccc21	i	i	-8	i	i	i	i	i	i	i	i
C=CCn1ccc(O)c(Cc2ccc(Cl)cc2)c1=O	i	i	-7	i	i	i	i	i	i	i	i
Cc1cnc(NC(=O)CCN2C(=O)C3CCCCC3C2=O)s1 (centres undefined)	i	i	-2	i	i	i	i	i	i	i	i
O=C(Cn1cnc2c(cnn2-c2ccc(Cl)cc2)c1=O)NCC1CCCO1 (centres undefined)	i	i	-3	i	i	i	i	i	i	i	i
Cc1cc(C)c([N+](=O)[O-])cc1-c1ccc(/C=N/c2c(-c3ccco3)nc3ccccn23)o1	i	i	-18	i	i	i	i	i	i	i	i
O=C(NCCc1cccc(Cl)c1)c1cccs1	i	i	-9	i	i	i	i	i	i	i	i
O=C(O)CCc1ccc(NCc2cccc(Oc3ccccc3)c2)cc1	i	i	-7	i	i	i	i	i	i	i	i
CC(Oc1ccc(C(=O)NCCc2ccccc2)cc1)C(=O)O (centres undefined)	i	i	-13	i	i	i	i	i	i	i	i
CCc1ccc(-n2c(=O)c3ccccc3n3c(=S)[nH]nc23)cc1	i	i	-3	i	i	i	i	i	i	i	i
Cc1ccc2c(c1)c1nc3ccccc3nc1n2CCN1CCOCC1	i	i	1	i	i	i	i	i	i	i	i
Cc1ccc(O)c(C(=O)c2cnn(-c3ccccc3)c2)c1	i	i	-12	i	i	i	i	i	i	i	i
CNC(=O)c1[nH]cnc1C(=O)Nc1ccc(C)cc1	i	i	-3	i	i	i	i	i	i	i	i
CCOc1ccc(-n2c(C)nc(O)c2N=Nc2ccccc2)cc1	i	i	-11	i	i	i	i	i	i	i	i
CSc1nc(C)c2c(c1C#N)CCCC2	i	i	-7	i	i	i	i	i	i	i	i
O[C@@H]1C2CCCC1[C@]1(O)CCCCC1C2 (some centres undefined)	i	i	-5	i	i	i	i	i	i	i	i
Cc1ccccc1N=Nc1c(O)n(C)c2ccccc12	i	i	-7	i	i	i	i	i	i	i	i
COc1ccccc1C1CCN(C(=S)Nc2ccc(Br)cc2)CC1	i	i	-8	i	i	i	i	i	i	i	i
O=C(C1CC1)N1CCc2cc(S(=O)(=O)N3CCCc4ccccc43)ccc21	i	i	-3	i	i	i	i	i	i	i	i
O=C(C1CCN(c2nnc(-n3cccc3)s2)CC1)N1CCc2ccccc2C1	i	i	-4	i	i	i	i	i	i	i	i
COCCOCC(=O)Nc1ccc(S(=O)(=O)Nc2cc(C)nc(C)n2)cc1	i	i	-8	i	i	i	i	i	i	i	i
CCOc1ccc(NC(=O)CS(=O)(=O)c2cn(CC)c3ccccc23)cc1	i	i	-5	i	i	i	i	i	i	i	i
N#C/C(=C\Nc1ccccn1)S(=O)(=O)c1ccc(Cl)cc1	i	i	-1	i	i	i	i	i	i	i	i
Cc1nnn(C23CC4CC(CC(CC(=O)Nc5ccc(C)c(C)c5)(C4)C2)C3)n1	i	i	-4	i	i	i	i	i	i	i	i
Cc1ccc(-c2n[nH]c(=S)c3ccccc23)cc1S(=O)(=O)NCC1CCCO1 (centres undefined)	i	i	-7	i	i	i	i	i	i	i	i
O=C(Nc1c(C(=O)N2CCOCC2)oc2ccccc12)c1ccccc1Cl	i	i	-4	i	i	i	i	i	i	i	i
O=C(O)C(c1ccccc1)N1C(=O)/C(=C\c2ccc(O)c(O)c2)SC1=S (centres undefined)	i	i	-4	i	i	i	27*	i	i	i	i
Cn1c(C2CCCCC2)nc2cc(N)ccc21	i	i	-7	i	i	i	i	i	i	i	i
CC(C)(C)C(=O)NCCN1C(=O)S/C(=C\c2ccc([N+](=O)[O-])cc2)C1=O	i	i	-2	i	i	i	i	i	i	i	i
COCc1c(C(=O)N/N=C\c2ccccn2)nnn1-c1nonc1N	i	i	-2	i	i	i	i	i	i	i	i
CCOc1cc(/C=N/Nc2nc(N3CCCC3)nc(N3CCCC3)n2)ccc1O	i	i	-10	i	i	i	i	i	i	i	i
Cc1sc(NC(=S)NC(=O)c2cccs2)nc1-c1ccc(C(C)C)cc1	i	i	-4	i	i	i	i	i	i	i	i
